Abeta yeast res: restores growth of yeast expressing A-beta42 peptide; yeast expressing A-beta42, growth rescue, OD600, 48 h; response scale: 0% DMSO, 100% iron-clioquinol control; Potency, µM (highest dose often 46.1 µM), for inactives: at the top dose growth rescue, actives largely listed as activators; actives 0.063% (n = 410,000); also: potency is read from the fitted curve at half-maximal effect; nearly all actives have a fitted effect of over 55% in size
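Growth rescue measured by 600 nm absorbance after 48 h yeast culture at 30 C with compound. Values normalized between DMSO and an equimolar ferric chloride plus clioquinol control.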
FUS suppressor: suppressors of FUS proteinopathy in yeast; S. cerevisiae FUS-expressing, growth rescue, OD600, 24 h; Potency, µM (highest dose often 76.6 µM), inactives show at the top dose growth rescue (activation), hits mostly activators; actives 0.24% (n = 390,000); AID 1347120;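 also: potency is read from the fitted curve at half-maximal effect; plate controls were DMSO vehicle for no effect and reference control for full effect; nearly all actives have a fitted effect of over 55% in size; some results filed as inactive show a strong effect at the top dose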
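Absorbance at 600 nm, taken 24hr after compound addition, measured rescue of FUS-yeast growth at 30C. Induction used 2% galactose with seeding at OD 0.005. Controls: CP55940 from 92uM final, DMSO only.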
GLP1R inv ag: acts as inverse agonist at human GLP-1 receptor; Potency, µM (top dose mostly 38.3 µM), inactives show at the highest dose activity change, negative = inhibition, hits mostly inhibitors; HEK293 GLP-1R CRE-luciferase, luminescence, 24 h; GLP-1R form is constitutively active; actives 1.6% (n = 410,000); also: potency is read from the fitted curve at half-maximal effect; % is scaled to controls: 0 for no effect and ±100 for the full control effect; nearly all actives have a fitted effect of over 55% in size
Target sequence (P43220 whole entry, looked up): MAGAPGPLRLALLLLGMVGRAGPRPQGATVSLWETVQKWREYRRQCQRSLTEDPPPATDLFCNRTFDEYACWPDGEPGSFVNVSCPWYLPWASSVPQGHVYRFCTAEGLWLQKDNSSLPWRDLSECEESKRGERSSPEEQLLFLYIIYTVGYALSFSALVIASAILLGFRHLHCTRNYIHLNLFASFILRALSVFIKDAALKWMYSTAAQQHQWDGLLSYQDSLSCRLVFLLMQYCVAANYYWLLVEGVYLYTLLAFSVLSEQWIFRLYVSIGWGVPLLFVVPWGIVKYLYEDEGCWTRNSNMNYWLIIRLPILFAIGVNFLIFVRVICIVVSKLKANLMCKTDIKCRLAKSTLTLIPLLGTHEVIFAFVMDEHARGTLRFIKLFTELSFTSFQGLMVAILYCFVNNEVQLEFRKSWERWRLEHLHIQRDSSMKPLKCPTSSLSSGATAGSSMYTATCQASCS
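HEK293 cells stably co-expressing a cAMP-responsive luciferase reporter and constitutively active GLP-1R were seeded, incubated 12 h, then exposed to compounds for 24 h at 37 C. Luminescence was read 12 min after detection reagent; inverse agonists lower signal.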
GLP1R cytotox: cytotoxic in the GLP-1 receptor inverse agonist counter-screen | HEK293 cAMP-luciferase reporter cells, luminescence, 24 h | Potency, µM (highest dose often 38.3 µM), inactives show top-dose activity change, negative = inhibition, usual class: inhibitors | actives 0.13% (n = 410,000) | AID 624418;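 also: loss of luciferase light is scored as toxicity; potency is read from the fitted curve at half-maximal effect; % is scaled to controls: 0 for no effect and ±100 for the full control effect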
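Step one: seed cells (200 cells/uL, DMEM with 10% Nu serum, 1% pen-strep). Step two: 12-hour incubation at 37 deg C. Step three: pin 23 nL compound, incubate 24 hr. Step four: add luciferase reagent, read luminescence 12 min later.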
TDP43 rescue: TDP-43 toxicity inhibition in yeast; TDP-43 expressing yeast growth rescue, BacTiter-Glo, 24 h; Potency, µM (series often up to 46.1 µM), for the others: top-dose growth rescue (activation), actives largely listed as activators; actives 1.8% (n = 410,000); also: potency is read from the fitted curve at half-maximal effect; % of control where 0% means no effect; nearly all actives have a fitted effect of over 50% in size
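Luminescence from BacTiter-Glo reports growth of TDP-43-expressing yeast after 24 hr at 30 deg C with compound. Cells were raffinose-pregrown to mid-log, then seeded in galactose medium at OD600=0.02.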
PTHR1 agonist: activates the human parathyroid hormone receptor PTHR1 | AID 743266 | actives 0.075% (n = 410,000) | Potency, µM (doses to about 115 µM), for inactives: at the highest dose activation, most hits filed as activators | HEK293 GP2 PTHR1 cells, GloSensor cAMP luminescence, 1 h; also: potency is read from the fitted curve at half-maximal effect; nearly all actives have a fitted effect of over 55% in size; some results filed as inactive show a strong effect at the top dose; inactives centre near -15; many of its hits are not listed in these tables
Target sequence (Q03431 whole entry, looked up): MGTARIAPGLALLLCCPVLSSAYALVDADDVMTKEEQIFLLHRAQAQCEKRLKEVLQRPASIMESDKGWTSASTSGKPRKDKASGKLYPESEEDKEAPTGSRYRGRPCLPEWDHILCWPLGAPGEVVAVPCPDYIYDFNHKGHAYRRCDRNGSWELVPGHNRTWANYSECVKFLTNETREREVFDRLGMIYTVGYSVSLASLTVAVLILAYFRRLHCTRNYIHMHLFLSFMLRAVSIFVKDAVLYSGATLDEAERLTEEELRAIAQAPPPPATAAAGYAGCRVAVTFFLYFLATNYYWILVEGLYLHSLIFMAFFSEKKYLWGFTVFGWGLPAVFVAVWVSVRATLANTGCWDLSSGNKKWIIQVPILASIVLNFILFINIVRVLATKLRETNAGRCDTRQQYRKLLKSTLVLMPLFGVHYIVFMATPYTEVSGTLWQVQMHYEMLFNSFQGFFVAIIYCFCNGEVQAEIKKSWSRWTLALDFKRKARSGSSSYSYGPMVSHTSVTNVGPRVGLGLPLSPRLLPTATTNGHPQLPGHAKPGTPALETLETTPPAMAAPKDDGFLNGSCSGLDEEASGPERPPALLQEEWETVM
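HEK-293-derived GP2 cells expressing PTHR1 and a GloSensor cAMP reporter, 3,000/well, plated overnight, given luciferin plus IBMX (each 0.5 mM as added) for 1 h at 37 °C, then compound for 1 h at 37 °C. Luminescence was read after 15 min at room temperature.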
Akt phos inh: inhibitors of Akt phosphorylation. Neuro2A IGF-stimulated pAkt S473 HTRF, 20 min; stronger effect = lower value. activity change, % for hits at 50 µM. actives 0.32% (n = 360,000); in the data active = activity change below about -80%; inconclusive = mostly about -51% to -80%; also: % is scaled to controls: 0 for no effect and ±100 for the full control effect
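Neuro2A cells in DMEM with 0.5% FBS, overnight at 37 deg C, given compound at single 50 µM final, then IGF (6 nM final) for 20 min at 37 deg C. Lysed; phospho-Akt Ser473 by HTRF after 24 h, 665/615 ratio.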
MmCpn inh: blocks the Methanococcus maripaludis chaperonin Mm-Cpn | Potency, µM (top dose mostly 76.9 µM), inactives show top-dose activity, negative = inhibition, hits mostly inhibitors | purified Mm-Cpn ATPase, ADP Transcreener TR-FRET | actives 0.031% (n = 330,000); also: potency is read from the fitted curve at half-maximal effect; % is scaled to controls: 0 for no effect and ±100 for the full control effect; nearly all actives have a fitted effect of over 80% in size
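ATPase read-out: TR-FRET ADP immunoassay (anti-ADP Eu cryptate vs ADP-d2), ex 320 nm, em 590/665 nm; signal drops as ADP forms. Enzyme 25 nM, ATP 10 uM, 30 min at 37°C after 10 min compound preincubation.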
aSyn yeast inh: inhibitors of alpha-synuclein toxicity in yeast | Yeast expressing alpha-synuclein, growth rescue, BacTiter-Glo, 24 h | Potency, µM (series often up to 46.1 µM), for the others: at the top dose growth rescue (activation), hits mostly activators | actives 0.14% (n = 370,000); also: potency is read from the fitted curve at half-maximal effect; % of control where 0% means no effect; nearly all actives have a fitted effect of over 65% in size
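Rescue of yeast growth: cells expressing toxic alpha-synuclein, induced in galactose at OD600 0.02, incubated with compound 24 h at 30 C. ATP luminescence quantified growth; inhibitors of toxicity appear as activators.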
* hit, by the source's call; i = inactive; ? = inconclusive; / = no result given; & = joins results of further samples; [ ] = dose if it differs, or a comment. Unless noted, calls follow the shape of the dose curve; as a rule, active = well fitted curve in the direction sought with a large enough effect; inconclusive = small, poorly fitted or top-dose-only effect, or another doubt; inactive = no such curve, though single readings can be large; an effect the other way counts as inactive or inconclusive. The list is partial; count on the stated rates, not on these rows.

Fields – Abeta yeast res	aSyn yeast inh	FUS suppressor	GLP1R cytotox	TDP43 rescue	MmCpn inh	PTHR1 agonist	Akt phos inh	GLP1R inv ag
COc1ccc(-c2ccc(CN3C(C(C)C)C(=O)N(Cc4cn(Cc5ccco5)nn4)CCS3(=O)=O)cc2)cc1 (stereo not drawn)
→ -20.3%	13.2%	?	-11.1%	8.0%	/	-49.7%[inhibitor]	i	?
COc1cccc(Nc2nnc(SCN3C(=O)c4ccccc4C3=O)s2)c1
→ -7.5%	-2.8%	-2.5%	5.7%	-2.8%	-1.5%	-1.9%	i	16.5%
O=C(Cc1c[nH]c2ccccc12)NCc1ccncc1
→ -2.1%	-0.8%	5.9%	5.9%	-4.3%	-0.3%	-28.6%	i	5.4%
CC(COc1cccc2ccccc12)CN1CCN(C)CC1 (stereo not drawn)
→ -16.8%	-12.2%	9.4%	-8.5%	-21.2%	-2.4%	i	i	0.0%
O=C(Nc1cccc(-c2cn3ccccc3n2)c1)c1ccccc1
→ -8.1%	-26.3%	22.5%	?	2.6%[9.22 µM]	2.7%	-27.5%	i	?
COc1cc(C2C(C#N)=C(N)Oc3c2ccc2ccccc32)ccc1OCC(=O)Nc1cccc(C)c1 (stereo not drawn)
→ 20.0%	11.3%	?	-4.1%[1.53 µM]	24.5%	-2.0%	-13.3%	i	?
Cc1nnc(SCc2ccc(F)cc2)s1
→ 0.5%	-1.2%	18.2%	-2.1%	10.7%	1.9%	-12.0%	i	41.8%[activator]
COc1ccc(S(=O)(=O)N2CCOCC2)cc1C(=O)N(C)Cc1ccco1
→ -7.1%	5.3%	0.0%	4.7%	26.6%	0.0%	i	i	1.3%
O=C(OCC(=O)N1CCOCC1)c1ccc2ccccc2c1O
→ -8.2%	5.1%	/	6.6%	0.0%	0.8%	-9.7%	i	4.0%
COc1ccc(C(C(=O)NC2CCCCC2)N(C(=O)c2csnn2)C2CC2)cc1 (stereo not drawn)
→ -12.3%	8.2%	1.8%	6.5%	6.6%	1.2%	i	i	-7.3%
Cc1cccc(N2CCN(C(=O)C3CCN(S(=O)(=O)N4CCOCC4)CC3)CC2C)c1 (stereo not drawn)
→ -2.5%	6.0%	9.1%	-3.7%	-4.4%	1.8%	-40.6%[inhibitor]	i	-12.3%
Cc1ccc(C(=O)OCC(=O)N(CC(C)C)c2c(N)n(Cc3ccccc3)c(=O)[nH]c2=O)o1
→ -8.4%	-3.8%	13.0%	4.2%	15.2%	0.9%	-17.6%	i	3.2%
Cc1cccc(N2CCN(C(=O)C3CCCN(S(=O)(=O)c4ccc(Br)s4)C3)CC2)c1C (stereo not drawn)
→ 8.0%	/	23.7%	-13.0%	17.4%	/	-28.4%	/	?
CCS(=O)(=O)N1CCC(C(=O)NCCCOC)CC1
→ -2.4%	-3.7%	-21.6%	1.7%	-7.9%	-1.2%	-20.6%[57.5 µM]	i	-0.4%
CCN(CC)S(=O)(=O)c1cccc(-c2nnc(SCCCC(=O)c3ccccc3)o2)c1
→ 9.2%	/	16.8%	-1.2%	13.5%	-6.3%	-29.9%	/	0.0%
CC(C)(C)c1ccc(S(=O)(=O)N(CCCN2CCOCC2)Cc2cccs2)cc1
→ -7.8%&-0.4%	-1.3%&1.6%	17.9%&39.6%	-21.6%	-25.2%&-10.1%	1.3%	-9.9%&-30.0%	i	?
Fc1cccc(Cl)c1CSc1ccc2nnc(-c3ccccn3)n2n1
→ -20.1%	-6.7%	-8.9%	2.4%	6.1%	1.8%	-13.1%	i	2.3%
COc1ccc(C2Nc3ccccc3C(=O)N2c2ccccc2)cc1COc1ccccn1 (stereo not drawn)
→ 4.9%	-2.4%	37.7%	-0.1%	-9.6%	-0.1%	10.8%[57.5 µM]	i	5.5%
O=C(c1cc(-c2cccs2)on1)N1CCc2ccccc2C1
→ -0.7%	-7.7%	5.0%	-8.5%	6.6%	1.6%	-7.9%[57.5 µM]	i	0.0%
O=C(CN1CCN(C(=O)c2ccccc2)CC1)Nc1cc(S(=O)(=O)N2CCCC2)ccc1Cl
→ 5.5%	1.1%	-21.7%	3.7%	-7.1%	0.9%	-76.5%[inhibitor]	i	-19.7%

The results go on.
Fields – Abeta yeast res	aSyn yeast inh	FUS suppressor	GLP1R cytotox	TDP43 rescue	MmCpn inh	PTHR1 agonist	Akt phos inh	GLP1R inv ag
CC(C)C[C@@H](CN1CCC[C@H]1CN1C(=O)C(=O)NC[C@@H]1Cc1ccccc1)N1C[C@H](Cc2ccccc2)N(CCc2ccccc2)C(=O)C1=O
→ 1.5%	1.8%	20.1%	-22.2%	12.9%	/	-72.2%[inhibitor]	i	-28.1%
CCOc1ccc(C(=O)N2CCC3(CC2)NCCc2[nH]cnc23)cc1OCC
→ 11.5%	-8.1%	-17.3%	-6.4%	6.5%	-0.6%	-13.0%	i	8.2%
CCOC(=O)C1=C(C)N(C)C(=O)NC1c1ccc2c(c1)OCO2 (stereo not drawn)
→ 0.0%	5.1%	-6.9%	-8.1%	-1.6%	2.7%	-11.1%	i	4.4%
COc1ccc([C@@H]2CC=C(C(=O)O)[C@H](c3ccc(Cl)cc3)N2S(=O)(=O)c2ccccc2C)cc1
→ -15.8%	-32.5%[inhibitor]	?	-23.9%	17.8µM*	0.7%	-0.7%	i	?
CCn1c(SCc2cccc(F)c2)nnc1-c1cccnc1
→ 0.0%	2.0%	1.2%	4.7%	-20.9%	3.1%	i	i	9.7%
Cc1cc(C)cc(NC(=O)Cn2cc(C(=O)C3CCCCC3)c3ccccc32)c1
→ 9.5%	/	-1.9%	3.6%	10.1%	/	1.5%	/	-5.9%
O=C(NCc1ccco1)C1CC(=O)N(c2ccc(F)cc2)C1 (stereo not drawn)
→ 3.6%	0.0%	15.5%	-4.2%	21.2%	-0.6%	i	i	6.3%
O=C(Nc1ccc(Cn2cccn2)cc1)c1ccc(COc2ccccc2Br)cc1
→ -6.3%	1.5%	22.9%	11.3%	4.6%	-5.1%	9.8%	i	?
CCN(Cc1ccccc1)S(=O)(=O)c1ccc(C(=O)N(CCCN(C)C)c2nc3cc4c(cc3s2)OCO4)cc1
→ -1.6%	8.0%	19.1%	?	-23.4%	2.6%	-12.7%	i	?
Cc1c(Cc2ccccc2)c(=O)oc2cc(OCc3nn[nH]n3)ccc12
→ 16.7%	-17.7%	18.6%	14.0%	22.5%	1.4%	i	i	6.1%
CC(C)[C@H](NC(=O)OC(C)(C)C)C(=O)N/N=C/c1ccc2nccnc2c1
→ -6.8%	-5.5%	6.3%	7.2%	-1.5%	2.2%	-37.4%[inhibitor]	i	17.7%
Nc1nonc1-n1nnc(C(=O)N/N=C/c2ccccn2)c1-c1ccccc1
→ 1.3%	-7.7%	13.3%	-0.5%	-12.2%	0.7%	i	i	3.0%
O=C(CCc1ccc(S(=O)(=O)N2CCOCC2)cc1)Nc1ccc(N2CCOCC2)cc1
→ 6.5%	0.5%	13.6%	19.5%	4.6%	/	-11.4%[57.5 µM]	i	9.5%
CN(CC(=O)Nc1c(Cl)cccc1Cl)C(=O)CNC(=O)c1sc2ccccc2c1Cl
→ -8.2%	-0.6%	-7.7%	0.1%	13.1%	/	-10.9%	i	-4.7%
COc1ccc(CCNC(=O)Nc2cc(F)c(F)cc2Cl)cc1OC
→ 23.1%	0.3%	2.9%	-8.1%	16.0%	0.4%	-18.1%	i	?
CC(C)CC(=O)Nc1c2c(nn1-c1ccc(F)cc1)CS(=O)(=O)C2
→ -5.1%	2.7%	-9.1%	-9.7%	-11.2%	-1.2%	i	i	7.9%
COc1ccc(OC)c(C(=O)N2CCC(n3nccc3NC(=O)CC(C)C)CC2)c1
→ 1.1%	-2.8%	6.8%	6.6%	-7.9%	0.8%	-19.4%	i	10.5%
CCOC(=O)/C=C(\C)Nc1cc(C)nn1-c1ccccc1
→ 8.6%	-1.5%	3.8%	-1.7%	10.9%	-1.3%	i	i	12.4%
Cc1nn(-c2ccccc2)c2sc(C(=O)Nc3ccccc3Br)cc12
→ -11.5%	-8.3%	-3.0%	-7.9%	?	/	-2.9%	/	-2.3%
COc1cc(/C=N/NC(=O)CNC(=O)c2ccncc2)ccc1O
→ -0.5%	4.3%	7.1%	1.3%	-2.0%	1.7%	17.4%	i	-4.8%

Carrying on:
Fields – Abeta yeast res	aSyn yeast inh	FUS suppressor	GLP1R cytotox	TDP43 rescue	MmCpn inh	PTHR1 agonist	Akt phos inh	GLP1R inv ag
CC(C)c1cc(CNC(=O)c2ccc(OC3CCN(Cc4ccccn4)CC3)cc2)on1
→ -4.6%	-1.8%	-1.9%	-6.7%	-0.9%	-2.8%	-4.8%	i	-26.0%
O=c1[nH]nc(Cc2ccc(Cl)cc2)c2ccccc12
→ 5.8%	7.2%	15.8%	4.1%	21.5%	-1.0%	-8.0%[57.5 µM]	i	10.7%
COc1ccc(C(CC(=O)O)NC(=O)Cc2ccccc2)cc1 (stereo not drawn)
→ -0.7%	2.5%	1.6%	0.1%	4.4%	-1.7%	-37.2%	i	14.8%
N=c1c2c(ncn1Cc1ccco1)Oc1cc(O)ccc1C2c1ccccc1 (stereo not drawn)
→ 6.2%	3.7%	-4.8%	2.1%	-0.8%	1.6%	-20.5%	i	39.0%[activator]
